RGS4 inh: Inhibitors of Regulator of G Protein Signaling (RGS) 4: qHTS | AID 504845, 2011 | Transcreener GDP fluorescence polarization, RGS4-accelerated GTP hydrolysis | hit rate 0.039% among 390,000 | Potency, µM (doses to about 114 µM), without a hit: at the top dose activity change, negative = inhibition, most hits filed as inhibitors | Regulator of G-protein signaling 4 (Homo sapiens), P49798; further: potency means the concentration at half of the fitted maximal effect; on the % scale 0 is the no-effect control and ±100 the full control effect; nearly all actives have a fitted effect of over 75% in size; some results filed as inactive show a strong effect at the top dose
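MLSMR compounds (23 nl, pin-transferred) preincubated 10 min at room temperature with a 500nM (2x) first reagent, then RGS4 at 900nM (2x) plus Transcreener GDP mix added; fluorescence polarization (620/688 nm) read before and after 90 min at 30 °C.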
12-LOX inh: Primary qHTS assay for inhibitors of human arachidonate 12S-lipoxygenase (ALOX12): Round 2. Polyunsaturated fatty acid lipoxygenase ALOX12 (Homo sapiens), P18054. purified 12hLO, xylenol orange hydroperoxide absorbance. Potency, µM (series often up to 108 µM), inactives show top-dose activity change, negative = inhibition, most hits filed as inhibitors. hit rate 1.1% among 580,000. AID 1671190, 2021; further: potency means the concentration at half of the fitted maximal effect; on the % scale 0 is the no-effect control and ±100 the full control effect
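Purified human 12hLO at 150 nM in 25 mM Hepes, 0.01% Triton X-100, pH 7.0, preincubated 15 min at room temperature with compound. Reaction started with 40 uM arachidonic acid, 30 min at room temperature. Hydroperoxide measured by Fe-xylenol orange, 573/405 nm absorbance ratio.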
Anesthetic bind: qHTS Assay for Identification of Novel General Anesthetics; Ferritin light chain (Equus caballus), P02791; apoferritin/1-aminoanthracene competitive binding, fluorescence; Potency, µM (highest dose often 77.5 µM), inactives show at the highest dose activity change, negative = displacement, most hits filed as inhibitors; hit rate 0.074% among 350,000; further: potency means the concentration at half of the fitted maximal effect; on the % scale 0 is the no-effect control and ±100 the full control effect; nearly all actives have a fitted effect of over 20% in size
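Concentration-response curves derived by four-parameter Hill fitting of normalized fluorescence, where compounds displaced 1-AMA from 10 uM horse apoferritin following a brief 10 min room-temperature incubation; propofol titration acted as positive control.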
APEX1 inh: qHTS Assay for Inhibitors of the Human Apurinic/apyrimidinic Endonuclease 1 (APE1); DNA repair nuclease/redox regulator APEX1 (Homo sapiens), P27695; recombinant APE1, TAMRA/BHQ-2 abasic DNA cleavage fluorescence; Potency, µM (top dose mostly 65.8 µM), without a hit: at the top dose activity change, negative = inhibition, actives largely listed as inhibitors; hit rate 0.35% among 350,000; AID 2517, 2012;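 further: potency means the concentration at half of the fitted maximal effect; plate controls were vehicle for no effect and reference inhibitor for full effect; nearly all actives have a fitted effect of over 55% in size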
Target sequence (P27695 whole entry, looked up): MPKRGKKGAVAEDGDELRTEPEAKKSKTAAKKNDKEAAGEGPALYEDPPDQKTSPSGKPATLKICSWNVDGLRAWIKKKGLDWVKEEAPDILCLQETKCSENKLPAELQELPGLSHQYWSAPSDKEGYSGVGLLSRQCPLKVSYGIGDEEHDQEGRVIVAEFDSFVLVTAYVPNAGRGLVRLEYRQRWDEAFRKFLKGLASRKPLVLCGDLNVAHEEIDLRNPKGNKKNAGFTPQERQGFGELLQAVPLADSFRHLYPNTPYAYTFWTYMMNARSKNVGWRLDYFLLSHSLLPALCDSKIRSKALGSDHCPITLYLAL
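Substrate: short duplex with […] THF abasic site, 5'-TAMRA and 3'-BHQ-2, 50 nM final. APE1 at 0.75 nM, preincubated 15 min RT with compound. Fluorescence increase from first to third read measured activity.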
ERG-DNA inh: qHTS for Small Molecule Inhibitors of the ERG Ets/DNA interaction. Potency, µM (top dose mostly 76.9 µM), without a hit: top-dose FP activity, negative = inhibition, usual class: inhibitors. hit rate 0.028% among 370,000. fluorescence polarization, His-ERG Ets domain / labelled DNA. Transcriptional regulator ERG (Homo sapiens), P11308; active means well fitted inhibition curve with a large enough effect in the polarisation, with a control signal flat; inconclusive means small, poorly fitted or top-dose-only effect, or effect the other way, or a change in a side signal; inactive means no such curve, though single readings can be large or run the other way; the % refers to the polarisation;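 further: polarization taken with two DNA probes labelled with fluorescein and Texas red; potency means the concentration at half of the fitted maximal effect; % of control where 0% means no effect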
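His-tagged ERG Ets domain (1 uM in the protein solution; 300mM KCl, 50mM Tris-HCl, 1mM EDTA, 1mM DTT, pH 7.5) received compound, then a probe mix of 5 nM fluorescein-DNA and 100nM Texas-615-DNA. Fluorescence polarization was read for both dyes.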
Pol beta inh: qHTS Assay for Inhibitors of DNA Polymerase Beta | P06746 | Pol beta primer extension/strand displacement, fluorescence kinetic | Potency, µM (top dose mostly 114 µM), inactives show at the highest dose activity change, negative = inhibition, hits mostly inhibitors | hit rate 1.3% among 340,000 | AID 485314, 2010; further: potency means the concentration at half of the fitted maximal effect; on the % scale 0 is the no-effect control and ±100 the full control effect
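Human Pol beta at 10 nM; strand-displacement substrate 50 nM final. Compound exposure 15 min at room temperature before start, reaction 10 min at room temperature.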
POLH inh: qHTS for Inhibitors of Polymerase Eta; DNA polymerase eta (Homo sapiens), Q9Y253; recombinant Pol eta, fluorescent DNA replication assay; Potency, µM (titrated, usually from 114 µM), for inactives: at the top dose activity change, negative = inhibition, hits mostly inhibitors; hit rate 1.2% among 390,000; AID 588591, 2011; further: potency means the concentration at half of the fitted maximal effect; on the % scale 0 is the no-effect control and ±100 the full control effect
Target sequence (Q9Y253 whole entry, looked up): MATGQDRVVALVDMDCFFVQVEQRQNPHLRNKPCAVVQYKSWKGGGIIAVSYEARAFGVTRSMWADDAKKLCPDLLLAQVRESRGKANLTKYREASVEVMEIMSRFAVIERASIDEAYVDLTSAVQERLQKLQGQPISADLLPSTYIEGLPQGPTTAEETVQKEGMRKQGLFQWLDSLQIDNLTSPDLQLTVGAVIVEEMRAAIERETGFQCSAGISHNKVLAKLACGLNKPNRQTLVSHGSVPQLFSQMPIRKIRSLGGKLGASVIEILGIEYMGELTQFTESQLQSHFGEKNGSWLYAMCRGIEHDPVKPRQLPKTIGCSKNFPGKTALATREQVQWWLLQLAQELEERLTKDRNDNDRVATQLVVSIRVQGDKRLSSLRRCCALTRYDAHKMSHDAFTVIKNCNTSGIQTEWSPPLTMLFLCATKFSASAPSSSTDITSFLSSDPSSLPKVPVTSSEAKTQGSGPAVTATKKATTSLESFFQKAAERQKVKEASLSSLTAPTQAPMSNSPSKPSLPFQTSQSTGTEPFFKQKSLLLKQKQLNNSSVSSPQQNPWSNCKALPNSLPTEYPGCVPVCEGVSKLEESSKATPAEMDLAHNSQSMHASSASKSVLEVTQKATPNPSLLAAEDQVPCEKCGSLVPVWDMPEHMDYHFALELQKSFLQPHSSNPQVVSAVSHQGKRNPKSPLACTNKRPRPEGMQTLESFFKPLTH
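Pol eta (10 nM) was preincubated with compounds for 15 min at room temperature, after which fluorescent replication substrate (50 nM final) was added to start the reaction. Fluorescence was read kinetically at 0 and 10 min.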
POLK inh: qHTS for Inhibitors of Polymerase Kappa; DNA polymerase kappa (Homo sapiens), Q9UBT6; hit rate 0.53% among 400,000; AID 588579, 2011; purified Pol kappa, fluorescent DNA synthesis assay, 10 min; Potency, µM (titrated, usually from 107 µM), without a hit: at the highest dose activity, negative = inhibition, usual class: inhibitors; further: potency means the concentration at half of the fitted maximal effect; on the % scale 0 is the no-effect control and ±100 the full control effect
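Activity was followed as the change in fluorescence between reads at 0 and 10 min after starting the reaction with 50 nM substrate. Beforehand, 10 nM polymerase had been preincubated with compound for 15 min at room temperature.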
LDHA inh: qHTS assay for inhibitors of human lactate dehydrogenase. AID 1347041, 2019. purified LDHA, NADH/diaphorase-resazurin fluorescence; stronger effect = lower value. activity change, % (values are at about 110 or 230 µM). L-lactate dehydrogenase A chain (Homo sapiens), P00338. hit rate 0.15% among 480,000; in the data active means activity change below about -30%; inconclusive means mostly about -25% to -30%;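 further: plate controls were DMSO wells for no effect and wells without enzyme for full effect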
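Human LDH5 (2 nM) was incubated with 0.06 mM NADH and 0.2 mM pyruvate for 5 min at room temperature in Tris pH 7.4. Remaining NADH was coupled through diaphorase/resazurin, and resorufin fluorescence was read at 0 and 20 min.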
An asterisk follows results filed as active; i = inactive; ? = inconclusive; . = not tested or not shown; [ ] = dose if it differs, or a comment. Unless noted, the call rests on the fitted dose curve; in most records, active means well fitted curve in the direction sought with a large enough effect; inconclusive means small, poorly fitted or top-dose-only effect, or another doubt; inactive means no such curve, though single readings can be large; an effect the other way counts as inactive or inconclusive.

SMILES	RGS4 inh	12-LOX inh	Anesthetic bind	APEX1 inh	ERG-DNA inh	Pol beta inh	POLH inh	POLK inh	LDHA inh
Cc1nc(-c2ccc(F)cc2)c(CC(=O)Nc2ccc(C)c(S(=O)(=O)N3CCOCC3)c2)s1	-1%	.	-9%	-4%	?	4%	-10%	-9%	-1
CCC(C(=O)OCC(=O)Nc1cccc(OC)c1)c1ccccc1 (centres undefined)	0%	-16%	?	-6%	4%	-4%	-11%	-6%	-3
CCc1c(O)nc(SCC(=O)N2CCc3cc(OC)c(OC)cc3[C@@H]2C)[nH]c1=O	-25%	1%	-4%	7%	0%	-19%	-8%	11%	3
COc1ccccc1N1CCN(c2ncc3c(n2)CCN(Cc2ccccc2F)C3)CC1	35%	3%	39%[activator]	.	0%	29%	-17%	-8%[60.1 µM]	-7
O=C(Cc1ccccc1F)NNC(=O)c1ccncc1	17%	0%	-8%	20%	-10%	21%	7%	-11%	-7
CCn1nc(C)c(CNC(=O)c2cc(COc3ccccc3SC)on2)c1C	10%	-8%	-8%	51%[activator]	?	3%	-7%	-1%	1
CCOc1cc(/C=C2/COc3ccccc3C2=O)ccc1OCC(=O)N(C)C	-12%	?	-19%	10%	-20%	-11%	8%	-6%	-2
CC(=O)OC(C(=O)NCc1ccc(F)cc1)c1ccccn1 (centres undefined)	9%	117%[activator]	-9%	-4%	1%	-1%	-5%	-1%	2
CC1(C)C(c2cccs2)=NC(c2ccccc2)N1O (centres undefined)	11%	5%	?	0%	-3%	-1%	-7%	-6%	-4
O=C(CC(NC(=O)c1ccccc1Cl)c1ccccc1)NC1=NCCS1 (centres undefined)	-11%	-17%	-1%	-5%	-20%	31%[activator]	-21%	0%	-4
O=C(CCc1ccc(Oc2cc([N+](=O)[O-])cc([N+](=O)[O-])c2)cc1)N1CCCCC1	-20%	-16%	?	1%	-11%	?	-4%	-9%	-4
COc1ccc(C(=O)Nc2cccc(-c3nc4ncccc4o3)c2C)cc1	42%	85%[activator]	-14%	-5%	1%	15%	2%	-8%	-2
CCc1cc2c(=O)nc3n(c2s1)Cc1ccccc1/C3=C(/O)c1ccccc1Cl	-35%	-36%	391%[activator]	-2%	-10%	22%	-12%	2%	2
Cc1ccc(-c2nc(CS(=O)CC(=O)NC3CCCCC3)c(C)o2)cc1 (centres undefined)	-12%	29%	-16%	34%	-16%	-3%	-16%	9%	-2
COCCn1c(=S)[nH]c2cc(C(=O)N3CCCC(C)C3)ccc2c1=O (centres undefined)	4%	-7%	-10%	-5%	8%	43%	-3%	-18%	-2
Cc1cccc(C(=O)Nc2nnc(-c3cccnc3)o2)c1	20%	i	-9%	2%	2%	-7%	-2%	-6%	0
Cc1cccc(NC(=O)c2ccc3c(c2)C(=O)N(c2ccccn2)C3=O)c1C	34%	-11%	-4%	9%	-4%	16%	10%	-22%	-3
O=C(Cc1ccc(S(=O)(=O)N2CCOCC2)s1)N1CCN(c2cccc(C(F)(F)F)c2)CC1	-20%	.	-19%	-18%	3%	0%	-21%	3%	1
CCc1cc(C(=O)Cc2cnn(-c3ccccc3)c2)c(O)cc1O	-3%	?	-20%	0%	-13%	12%	-7%	-4%	-3
CC1CCCCN1C(=O)NC1CC(=O)N(c2ccc3c(c2)OCCO3)C1 (centres undefined)	23%	22%	.	-37%	5%	.	-8%	-1%	-9
C[C@H](NS(=O)(=O)c1ccccc1)C(=O)N1CCN(C(c2ccccc2)c2ccccc2)CC1	18%	1%	.	-17%	11%	.	-16%	-19%	1
O=C(NCCCN1CCOCC1)c1coc2ccccc2c1=O	0%	0%	-9%	-2%	-2%	11%	8%	-2%	-3
CS(=O)(=O)N1CCC(C(=O)NCC2CCCO2)CC1 (centres undefined)	11%	-1%	-5%	-5%	5%	30%	-14%	3%	-15
CCCCCc1nnc(NC(=O)Cc2ccc([N+](=O)[O-])cc2)s1	-16%	-9%	-16%	7%	-1%	6%	1%	-19%	-10
CC1=C(C(=O)OC(C)C)C(/C=C/c2ccccc2)NC(=O)N1 (centres undefined)	29%	0%	-6%	3%	1%	8%	-4%	-4%	-6

(continued)
SMILES	RGS4 inh	12-LOX inh	Anesthetic bind	APEX1 inh	ERG-DNA inh	Pol beta inh	POLH inh	POLK inh	LDHA inh
CCOC(=O)C1=C(c2ccccc2)c2ccc(OC)cc2N(S(=O)(=O)C(F)(F)F)C1C(=O)OCC (centres undefined)	-6%	?	-15%	-24%	-6%	.	-21%	?	7
CC(=O)c1cccc(NC(=O)C2CCN(S(=O)(=O)c3c(C)n[nH]c3C)CC2)c1	-1%	0%	-2%	-4%	-11%	61%	6%	-3%	1
COc1ccccc1S(=O)(=O)Cc1ccc(C(=O)NCc2cccnc2)o1	-26%	342%[activator]	-10%	4%	5%	5%	-12%	22%	-7
CN(C)c1ccc(/C=C/C(=O)c2ccccc2)cc1[N+](=O)[O-]	-14%	-8%	-12%	-1%	-5%	-28%	-13%	-17%	-3
Cc1cc(NC(=O)CSc2nnc(C3CC3)n2C)no1	16%	0%	11%	-3%	16%	1%	3%	-10%	-2
COc1ccccc1CNC(=O)CCn1cnc2ccccc2c1=O	-18%	-11%	1%	.	-7%	11µM*	50µM*	-3%[60.1 µM]	11
CC(OC(=O)CNC(=O)c1ccc(Cl)c(Cl)c1)C(=O)N1CCOCC1 (centres undefined)	-20%	2%	.	7%	-4%	.	-17%	3%	-4
COc1ccc2[nH]c3c(c2c1)CCN1C(=O)N([C@@H](C)C(=O)NCc2ccccc2OC)C(=O)[C@]31C	-5%	6%	-8%	-10%	-3%	43%	-13%	-2%	-1
CCCC(=O)C1=C(O)C(C(=O)OC)C(C)(C)CC1=NCCc1ccccc1 (centres undefined)	9%	3%	-11%	-9%	4%	23%	-8%	-7%	-1
COc1ccc(C(=O)C2CCN(C(=O)c3ccco3)CC2)cc1	26%	?	-11%	0%	3%	13%	-13%	1%	-4
O=C(Cn1c(=O)n(-c2ccccc2)c(=O)c2c3c(sc21)CCCC3)Nc1ccc(F)cc1	-16%	-21%	-5%	.	-3%	-3%	-14%	-18%	-10
Cc1cc(NC(=O)Cn2nc(C)n3cccc3c2=O)ccc1Br	13%	?	95%[activator]	.	3%	15%	-3%	-2%	-13
N#CC1=C2SCN(Cc3ccccc3)CN2C(=O)CC1c1cccs1 (centres undefined)	?	?	-23%	-9%	3%	?	-21%	-44%	11
COc1cc(C)nn1-c1ccc(Cl)cc1	2%	-11%	-8%	4%	8%	?	-18%	5%	-3
O=C(Cn1cnc2cc([N+](=O)[O-])ccc2c1=O)NC(c1ccccc1)c1ccccc1	13%[11.4 µM]	-21%	5%	12%	-1%	11%	-16%	-18%	-3
CC(=O)c1ccc(NC(=O)C2(c3ccccc3)CCOCC2)cc1	15%	14%[57.4 µM]	-10%	15%	-15%	14%	13%	1%	-2
Cc1cc(C)cc(-n2ncc3c2CCCC3NC(=O)CCN2Cc3ccccc3C2=O)c1 (centres undefined)	0%	4%	-14%	-10%	-7%	-2%	-6%	-17%	-7
O=C(c1ccc(F)cc1)N1CCN(c2ccc([N+](=O)[O-])c(N3CCOCC3)c2)CC1	9%	-8%	7%	12%	2%	33%	-25%	6%	-4
O=C(Cc1cccs1)NCCc1ccc(F)cc1	-19%	14%	-14%	33%	-2%	?	-11%	-6%	-4
Cc1ccc(C)c(NC(=O)CSc2ncc(S(=O)(=O)c3ccc(C)c(Cl)c3)c(=O)[nH]2)c1	-6%	?	-4%	.	0%	-12%	-7%	-1%[60.1 µM]	-2
C=CCn1c(SCC(=O)N2CCCCC2)nc(O)cc1=O	8%	8%	-16%	2%	.	1%	-7%	-8%	5
COc1ccc(NC(=O)c2ccc(Br)c(S(=O)(=O)N3CCOCC3)c2)cc1	?	-17%	4%	76%[activator]	-1%	18%	-21%	-7%	4
COc1ccc(N2C(=O)c3cccc4cc(Br)cc(c34)C2=O)cc1	-23%	-6%	-6%	10%	6%	0%	-4%	7%	-1
CCCN(CCC)S(=O)(=O)c1ccc(C(=O)N2CCCc3ccccc32)cc1	-34%	0%	?	-4%	0%	-24%	-13%	-27%	-7

3 entries already listed, arranged by the number in LDHA inh, ascending.
SMILES	LDHA inh
CN(C)c1ccc(/C=C/C(=O)c2ccccc2)cc1[N+](=O)[O-]	-3
CCCC(=O)C1=C(O)C(C(=O)OC)C(C)(C)CC1=NCCc1ccccc1 (centres undefined)	-1
N#CC1=C2SCN(Cc3ccccc3)CN2C(=O)CC1c1cccs1 (centres undefined)	11

High-throughput results as filed in PubChem.

Not all compounds are listed; the hit share may differ from the screen's.
